# p97 inhibitor = blocks human p97 ATPase activity. P55072. recombinant p97 ATPase, Kinase-Glo ATP luminescence, 3 h. inhibition, % at 8 µM. 220,000 tested, 0.42% active; in the data active means inhibition above about 15%;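 further: 0% = DMSO vehicle and 100% = wells lacking enzyme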
# Runt-SMMHC FRET = Runt domain-CBFb-SMMHC interaction inhibition | Q01196+Q13951 | Cerulean-Runt/Venus-CBFb-SMMHC FRET ratio 530/480, 1 h | inhibition, % at 20 µM | 220,000 tested, 0.74% active;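 active means mean inhibition across duplicate retests at 20 µM reaching about 50%, limit read from the data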;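 further: 0% = DMSO wells and 100% = wells with excess untagged CBFb-SMMHC; inhibitors lower the FRET ratio by blocking Runt binding to CBFb-SMMHC; some results filed as inactive read as strong as hits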
# NPY-Y1 antag = blocks the human neuropeptide Y Y1 receptor; P25929; HEK293-CNG Y1 cells, membrane potential fluorescence; NPY at EC95, then isoproterenol; inhibition, % at 3.6 µM; 200,000 tested, 1% active;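 active means inhibition above the campaign mean inhibition of all tested compounds plus 3 SD, cut at about 20% in these data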;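 further: 0% = DMSO wells given NPY plus isoproterenol and 100% = isoproterenol alone without NPY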
# Target sequence (P25929 whole entry, looked up): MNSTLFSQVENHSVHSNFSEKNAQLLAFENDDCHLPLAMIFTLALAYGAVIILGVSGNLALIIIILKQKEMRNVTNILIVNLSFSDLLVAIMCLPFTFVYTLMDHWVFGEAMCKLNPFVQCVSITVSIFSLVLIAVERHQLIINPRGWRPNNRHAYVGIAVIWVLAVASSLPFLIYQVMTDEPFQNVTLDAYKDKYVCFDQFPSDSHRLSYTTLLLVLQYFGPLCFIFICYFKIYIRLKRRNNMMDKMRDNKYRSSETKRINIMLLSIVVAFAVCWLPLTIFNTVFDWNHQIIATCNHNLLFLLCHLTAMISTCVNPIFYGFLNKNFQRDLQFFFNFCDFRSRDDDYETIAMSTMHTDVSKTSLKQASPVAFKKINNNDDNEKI
#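 Material: HEK293 Y1/CNG channel cell line | Also added: NPY (25 nM), isoproterenol (1 µM), Ro 20-1724 (25 µM) | Compound: One concentration, 3.6 µM, in 0.4% DMSO | Schedule: 3 h dye uptake, 1 h room-temperature compound, 45 min post-isoproterenol | Signal: Membrane-potential fluorescent dye readout | Read-out: % inhibition of NPY effect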
# Hck Nef HTS = human Hck-Nef kinase inhibition | AID 463187 | P08631 | inhibition, % at 20 µM | Recombinant Hck-YEEI plus Nef, Z-Lyte FRET kinase assay | 220,000 tested, 0.68% active;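 active means Hck-Nef kinase inhibition above about 50%, limit read from the data; inactive means inhibition below that limit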;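 further: 0% = DMSO with Hck plus Nef and 100% = Hck alone without Nef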
# RBBP9 inh = human RBBP9 hydrolase inhibition; O75884; inhibition, % at 7.94 µM; recombinant RBBP9, FP-Rh probe fluorescence polarization; 220,000 tested, 0.2% active; AID 1515;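 active means inhibition above the campaign mean of all tested compounds plus 3 SD, cut at about 14% in these data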;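 further: plate controls were DMSO wells with RBBP9 for no effect and wells lacking RBBP9 protein for full effect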
# Target sequence (O75884 whole entry, looked up): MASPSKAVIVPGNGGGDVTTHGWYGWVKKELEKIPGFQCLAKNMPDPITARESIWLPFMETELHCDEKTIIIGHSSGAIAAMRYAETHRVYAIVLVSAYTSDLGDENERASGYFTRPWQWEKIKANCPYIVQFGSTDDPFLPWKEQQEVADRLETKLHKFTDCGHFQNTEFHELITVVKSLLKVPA
#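 System: RBBP9 protein | Quantity: 2.5 µM RBBP9 dispensing solution, before mixing | Reagent: FP-Rh probe, 375 nM dispensing solution | Timing: Enzyme-compound preincubation 30 min, then probe labeling 45 min, 25 °C | Measured by: Fluorescence polarization | Read-out: % inhibition | Replication: One well per compound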
# NPY-Y2 PAM-ag = human NPY-Y2 potentiation or agonism, primary screen; cells expressing NPY-Y2, potentiator/agonist read-out; AID 1359; P49146; activation, % at 3.6 µM; 220,000 tested, 0.45% active; in the data active means activation above about 27%;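 further: cells stimulated with NPY near EC25 plus isoproterenol at EC100; 0% = vehicle plus submaximal agonist and 100% = vehicle plus saturating agonist; some results beyond the cut were filed as inactive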
# Target sequence (P49146 whole entry, looked up): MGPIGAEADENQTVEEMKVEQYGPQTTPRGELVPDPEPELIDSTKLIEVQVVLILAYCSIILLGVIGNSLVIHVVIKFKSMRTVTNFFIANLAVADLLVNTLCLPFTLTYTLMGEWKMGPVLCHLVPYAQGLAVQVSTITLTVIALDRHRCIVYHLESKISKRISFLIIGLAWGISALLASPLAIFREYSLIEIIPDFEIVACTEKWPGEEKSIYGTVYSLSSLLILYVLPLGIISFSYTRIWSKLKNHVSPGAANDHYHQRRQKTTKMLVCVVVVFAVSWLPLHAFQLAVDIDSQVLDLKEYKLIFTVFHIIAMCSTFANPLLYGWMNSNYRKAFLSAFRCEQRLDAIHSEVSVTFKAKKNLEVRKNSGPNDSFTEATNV
# NPY-Y1 PAM-ag = human NPY-Y1 potentiation or agonism, primary screen; P25929; NPY-Y1 expressing cells, potentiator/agonist activation; activation, % at 3.6 µM; 220,000 tested, 0.37% active; in the data active means activation above about 33%, passing the limit was not always enough;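 further: cells stimulated with NPY at EC10 then isoproterenol at EC100; 0% = low agonist plus stimulus and 100% = saturating agonist plus stimulus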
# Runt-CBFb FRET = Runt domain-CBFb interaction inhibition; Q01196+Q13951; Cerulean-Runt/Venus-CBFb FRET ratio 530/480, 1 h; inhibition, % at 20 µM; 220,000 tested, 0.46% active;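 active means inhibition over about 50% at 20 µM in the single-dose screen, limit read from the data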;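 further: 0% = DMSO wells and 100% = excess unlabeled CBFb competitor control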
#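 Assay system: Cerulean-tagged RUNX1 Runt domain (FRET donor) fusion protein / Amount: 100 nM each of Venus-CBFb and Cerulean-Runt domain / Medium: Tris buffer pH 7.5 with salts and BSA / Also added: Venus-CBFb 100 nM / Schedule: 1 h complex formation plus 1 h compound treatment, room temperature / Signal: FRET fluorescence / Read-out: loss of energy transfer signal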
# MDM2 E3 inh = Mdm2 E3 ligase (human) inhibition. Q00987. cell-based MDM2 ubiquitination luciferase reporter, 2 h; 0 = plate control, 100 = twice control, blank-subtracted. signal enhancement, % at 5 µM. 210,000 tested, 0.11% active;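 active means signal enhancement of 30% or more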;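 further: luminescence tracks abundance of the self-degrading MDM2-luciferase fusion protein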
#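 system = mammalian cells stably expressing self-ubiquitinating, self-degrading MDM2 E3–luciferase fusion | quantity = 2000 cells per well seeded | incubation = 4 h cell settling then 2 h compound exposure, 37 °C | signal = SteadyLite luminescence, 15 min reagent step | benchmarks = plate control and blank wells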
# Active calls of the source: *; . = no result given.
SMILES,p97 inhibitor,Runt-SMMHC FRET,NPY-Y1 antag,Hck Nef HTS,RBBP9 inh,NPY-Y2 PAM-ag,NPY-Y1 PAM-ag,Runt-CBFb FRET,MDM2 E3 inh
O=C(CC(Sc1n[nH]c(-c2ccccc2)n1)c1ccccc1)NCc1ccccc1 (configuration not stated),3.9,1.1,0.3,5.2,-8.1,18.3,24.2,0.2,-8.6
Cc1cc(C)c(NC(=O)NC(=O)c2ccc(F)cc2)c(C)n1,-1.8,1.9,-3.2,-0.5,-3.6,-1.1,-10.5,-1.7,1.4
CCO[C@@H]1OC(C(=O)O)=C[C@H](C2CC2)[C@H]1CCCO,-1.5,-2.0,-1.0,-10.8,-3.9,3.0,2.6,1.8,.
CSc1ccc(S(=O)(=O)N2CCN(Cc3ccc4c(c3)OCO4)CC2)cc1,-3.5,0.4,8.4,3.0,-7.6,-6.7,-2.0,3.3,-14.7
C=CCSc1nc(Oc2ccccc2)c2sccc2n1,-1.3,0.2,4.0,3.7,-7.5,5.4,13.4,-3.3,-8.5
COc1cc(Br)cc(/C=N/c2ncn[nH]2)c1O,5.7,-81.6,3.9,4.6,-1.2,-6.0,0.6,-20.0,3.1
c1ccc(OCc2nc(-c3cccs3)no2)cc1,-1.4,-1.4,-4.1,-1.9,-8.1,-2.9,4.3,3.0,-17.9
Cc1ccc(CN2C(=O)CCC2C(=O)NCCN(CC(C)C)CC(C)C)cc1 (configuration not stated),-4.8,-0.7,2.7,4.9,1.6,3.5,16.3,-2.1,-9.5
O=C(NCc1cccs1)C1CCC(CNS(=O)(=O)c2ccccc2)CC1 (configuration not stated),-0.2,1.9,-3.3,17.5,-1.1,-16.8,17.8,-0.2,-5.7
Cc1ccc(C)c(NC(=O)c2ccc(N(C)S(C)(=O)=O)cc2)c1,2.3,-1.2,4.3,6.6,-14.9,-0.8,3.5,-2.0,.
COc1cccc(CNc2nc3nc(C)c(Cl)c(C)n3n2)c1,-0.1,-0.9,1.9,0.2,1.9,2.5,12.4,0.9,-6.7
Cc1ccc(S(=O)(=O)n2nccc2-c2c(-c3ccccc3)noc2C)cc1,4.5,-0.6,.,8.1,-4.9,3.1,3.2,0.9,-5.1

# Full records, looked up by structure:
# `Cc1ccc(C)c(NC(=O)c2ccc(N(C)S(C)(=O)=O)cc2)c1` in the list: p97 inhibitor: 2.3; Runt-SMMHC FRET: -1.2; NPY-Y1 antag: 4.3; Hck Nef HTS: 6.6; RBBP9 inh: -14.9; NPY-Y2 PAM-ag: -0.8; NPY-Y1 PAM-ag: 3.5; Runt-CBFb FRET: -2.0; MDM2 E3 inh: .
# `COc1cc(Br)cc(/C=N/c2ncn[nH]2)c1O` in the list: p97 inhibitor: 5.7; Runt-SMMHC FRET: -81.6; NPY-Y1 antag: 3.9; Hck Nef HTS: 4.6; RBBP9 inh: -1.2; NPY-Y2 PAM-ag: -6.0; NPY-Y1 PAM-ag: 0.6; Runt-CBFb FRET: -20.0; MDM2 E3 inh: 3.1

# Carrying on.
SMILES,p97 inhibitor,Runt-SMMHC FRET,NPY-Y1 antag,Hck Nef HTS,RBBP9 inh,NPY-Y2 PAM-ag,NPY-Y1 PAM-ag,Runt-CBFb FRET,MDM2 E3 inh
Cc1ccccc1C(=O)Nc1ccc(N2CCN(C)CC2)nc1,6.4,-8.5,0.7,15.3,-3.8,0.1,5.5,-2.4,-11.5
CCOc1ccccc1NC(=O)C(Sc1nnc2ccccn12)c1ccccc1 (configuration not stated),3.4,-3.5,4.8,1.6,-8.6,13.1,14.5,-2.2,-12.6
COc1ccc(N2Nc3n[nH]c(N)c3N2)cc1,-0.7,3.5,1.8,11.1,-4.2,1.1,-7.0,-2.0,.
CCCCOc1cccc(-c2nnc(N)s2)c1,-0.2,1.4,-3.0,7.0,-9.6,0.4,-20.4,-0.6,5.4
CC(C)N(C1=N/C(=C\c2ccco2)C(=O)N1c1ccccc1)C(C)C,0.5,-23.4,2.9,9.0,-8.0,-16.2,4.4,-1.0,-9.8
COc1c(N2CCN(C(=S)Nc3ccccc3F)C(C)C2)c(F)cc2c(=O)c(C(=O)O)cn(C3CC3)c12 (configuration not stated),10.0,3.3,.,21.5,-4.8,13.6,30.5,-4.0,0.2
CCOC(=O)C1(Cc2cccc(OC)c2)CCN(Cc2cccc(OC)c2OC)CC1,-2.9,2.7,4.3,7.1,4.1,-4.2,-21.3,0.4,-4.2
CC(C)(C)c1ccc(-c2n[nH]c(=S)n2/N=C/c2ccncc2)cc1,0.9,19.5,1.5,7.2,2.2,4.5,-20.4,10.6,-7.3
O=C(NCC1CCCO1)c1onc(CSc2cccc3ccccc23)c1C(=O)O (configuration not stated),-1.2,-3.5,16.1,0.8,-5.1,-52.3,-38.0,-0.7,-14.1
Cc1c(C(=O)N2CCOCC2)sc(NC(=O)Cc2ccccc2)c1C#N,7.7,1.5,11.6,21.3,0.0,-8.0,13.1,0.4,7.5
CCOC(=O)c1cnc(-n2nc(C)cc2C)nc1N(CC)CC,-1.8,-1.8,3.5,-4.5,-9.8,-6.5,2.4,1.1,-13.9
COc1cc(/C=N/NC(=O)CCC(=O)Nc2ccc(C)cc2)ccc1O,2.5,1.4,6.7,22.9,-1.1,-1.0,-13.0,1.6,-14.5
Cn1c(SCC(=O)C(C)(C)C)nnc1-c1ccc(F)cc1,1.0,0.8,4.2,17.9,-5.1,2.1,-16.9,-1.0,-4.1
O=C(CN1C(=O)c2ccc([N+](=O)[O-])cc2C1=O)NCc1ccco1,4.4,-0.6,1.8,-0.6,6.0,11.6,-10.2,-0.1,-4.1
O=C1OC(c2cccs2)=N/C1=C/c1ccc(-c2cccc(C(=O)O)c2)o1,0.8,16.3,1.5,115.8*,-8.3,-6.1,-11.5,14.4,-2.7
Cc1cc(C(=O)N/N=C/c2c(C)nn(-c3ccccc3)c2Cl)n[nH]1,7.2,0.7,.,19.3,-8.3,-1.2,24.2,-2.8,-11.8
CCOC(=O)Nc1ccc(NS(=O)(=O)c2ccc(C)cc2)cc1,-6.0,-3.2,-2.5,-1.5,-4.2,-1.1,-24.0,-2.0,9.1
O=S(=O)(Nc1ccc(Cl)cc1)c1ccc(N2CCOCC2)c(NC(=S)NC2CC2)c1,1.6,1.6,4.3,27.2,-5.2,2.0,1.5,12.5,-3.9
CCc1nc(SCC(=O)N2CC(=O)Nc3ccccc32)c2c(C)c(C)sc2n1,2.7,1.7,3.2,1.5,-2.4,-4.3,1.5,-7.0,17.4
C=CCNC(=O)C1CCN(S(=O)(=O)c2ccccc2)CC1,-6.7,-104.2,-4.4,-2.3,-9.1,-0.9,9.9,-0.3,-14.7
N#Cc1ccc(N/N=C/c2cn(-c3ccccc3)nc2-c2ccccc2)c([N+](=O)[O-])c1,-2.1,-5.4,0.1,4.4,-5.0,-5.5,-6.7,0.9,-0.6
COC(=O)C(O)(CC(=O)Nc1ccc(Cl)cc1F)C(F)(F)F (configuration not stated),-2.4,-3.1,-4.4,0.6,-4.5,-0.6,7.1,-0.5,19.3
CC(C)OCCCn1c(-c2ccco2)nc2nc3ccccc3nc21,-0.3,.,2.4,131.5*,-6.9,8.3,-4.1,34.1,-16.1
COC(=O)Cc1ccc(NC(=S)NCCSc2ccc(Cl)cc2)cc1,-7.9,3.3,.,3.4,-9.0,4.8,29.8,0.5,-7.7
COc1cc(NC(=O)CSc2nnc3n2C(C)(C)Cc2ccccc2-3)cc(OC)c1,-0.1,1.3,-4.0,0.0,2.1,0.9,-17.9,-25.3,-10.9
CC(C)NC(=O)c1onc(CSc2ccccc2F)c1C(=O)O,0.8,1.9,10.4,0.7,-8.7,-21.5,-20.6,2.6,-19.7
CC1CCCCN1C(=O)C12CCC(C)(C(=O)C1)C2(C)C (configuration not stated),4.4,-2.8,-1.4,0.9,-0.2,6.2,6.2,-1.8,-22.5
Clc1cccc(Nc2nc(-c3ccncc3)cs2)c1,1.5,.,-18.1,27.5,-2.9,50.7*,45.5*,.,-15.3
O=C(NC1=NCCS1)C1CC(=O)N(c2ccc(Cl)cc2)C1 (configuration not stated),5.5,1.2,1.3,20.5,-6.4,-10.2,10.4,1.7,-8.0
N#C/C(=C(/O)COC(=O)c1ccccc1O)c1nc2ccccc2s1,5.4,9.3,2.6,1.2,-3.8,-1.2,-16.3,11.4,-2.8
COc1ccc(C(=O)CC(=O)O)c2c1C=CC(C)(C)O2,4.7,-6.9,7.0,2.9,-4.7,-4.0,-19.0,-2.4,-4.3
COc1ccccc1OCC(=O)NCCC1=CCCCC1,-2.0,0.7,2.0,1.3,-9.6,3.0,-25.0,-1.6,3.5
Cc1ccc([N+](=O)[O-])cc1/C=N/Nc1nnnn1-c1ccccc1,-0.8,3.2,0.1,7.5,-8.1,2.2,-5.8,2.8,-66.2
CCOCCCNC(=O)C(c1ccc(C)cc1)N1CCOCC1 (configuration not stated),.,-4.2,.,0.4,.,.,.,1.2,-13.6
COc1ccc(/C(N)=N/OC(=O)Oc2ccccc2)cc1,-1.4,0.0,-0.3,-10.0,-4.6,5.2,-5.1,-2.9,-11.4
CSc1ccc(CN2CCN(Cc3ccc([N+](=O)[O-])cc3)CC2)cc1,0.5,-1.4,1.5,21.3,2.1,19.9,-12.8,-1.3,-25.4
CC1(C(=O)O)Sc2[nH]c(=O)sc2C2c3ccccc3OC(=O)C21 (configuration not stated),6.3,2.1,-6.4,-0.6,1.1,10.9,12.8,12.6,-12.0
COc1ccccc1-c1cc(C(=O)NN)[nH]n1,6.5,-3.5,.,9.7,-5.7,-17.1,1.9,3.6,-12.2
CC(NS(=O)(=O)c1ccc(Br)cc1)C(=O)NCCc1ccccc1 (configuration not stated),-0.2,-4.0,-0.1,1.8,4.5,-5.9,-8.9,1.8,-10.8
CCN(CC)S(=O)(=O)c1ccc(C)c(NC(=O)Cn2c(=O)cnc3ccccc32)c1,-0.3,-3.2,-0.7,-0.5,-1.1,-2.5,-0.2,-1.4,-4.0
CC(C)C(=O)Nc1c(O)c2ccccc2[nH]c1=O,3.0,.,-0.2,18.9,-1.6,-7.5,8.6,.,-7.7
O=C(Nc1cc(N2CCCCC2)ncn1)c1ccc(F)cc1,1.0,3.8,2.0,2.9,-5.2,2.6,19.1,0.4,-12.9
COc1cc(NC(=O)CSc2nc3[nH]ncc3c(=O)n2-c2ccccc2C)cc(OC)c1OC,1.9,5.0,2.0,0.2,-3.4,-3.0,-22.8,-1.8,-4.3
O=c1c(-c2ccc(Br)cc2)[n+]([O-])c2ccccc2n1OCc1ccccc1,1.5,-2.7,.,17.2,-12.3,-14.6,3.7,-0.3,2.7
